# Screens: PubChem, Broad Institute
# PAX8 reporter: lowers PAX8-driven luciferase in RMG-I cells | inhibition, % at 12.6 µM | 360,000 tested, 1.2% active | RMG-I TPO-luciferase reporter, SteadyGlo, 24 h;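 active = mean replicate inhibition at least 60% with every replicate also reaching 60%; inconclusive = only one of the two criteria is met; inactive = mean below 60% and not all replicates reaching 60%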;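 note: luciferase light reporting Pax8 driven TPO promoter activity; plate controls were median of neutral control wells for no effect and mitoxantrone controls for full effect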
# miR-122 sensor: inhibitors of miR-122 in Huh7 cells; activation (reporter increase), % at 12.5 µM; 340,000 tested, 0.3% active; AID 602342; Huh7 miR-122 Renilla luciferase sensor, 48 h; neutral wells = 0, positive control = 100;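 active = mean replicate activation score at least 90 and every replicate individually at or above 90; inconclusive = only one of the two criteria met; inactive = neither criterion met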;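 note: higher luciferase means less miR-122 activity so hits act as miR-122 inhibitors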
# EWS-Fli inh: inhibitors of EWS/Fli oncoprotein transcriptional activity; A673 NR0B1-luciferase reporter, viability-normalised; inhibition, % at 12.6 µM; 350,000 tested, 0.67% active; AID 651661;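 active = mean inhibition of at least 50% after viability correction, with every replicate also passing that limit; inconclusive = mean reaches 50% but only one of two replicates passes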;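 note: firefly luciferase signal divided by Alamar Blue viability fluorescence both relative to DMSO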
# F508del corr: correctors of CFTR F508del function in bronchial epithelial cells; 350,000 tested, 0.36% active; CFBE cells, YFP halide quenching; stimulated with forskolin plus potentiator P3; % fluorescence drop versus neutral controls; activity (quench increase), % at 7.58 µM;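 active = mean added fluorescence quench of at least 8% versus neutral control, with both replicates also reaching 8%; inconclusive = only one of the mean or replicate conditions met; inactive = mean below 8% and not both replicates reaching 8%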;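 note: cells transiently co-express mutant CFTR-F508del with the halide-sensitive YFP; corrector assay measuring rescue of mutant channel to the surface after 24 h compound exposure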
# GSIS activator: GLuc luminescence reporter in INS-1E cells, primary screen for activators of glucose-dependent secretion of insulin | INS-1E GLuc reporter insulin secretion, 2-3 h | activation, % at 16.6 µM | 370,000 tested, 0.61% active | AID 743287;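 active = lowest replicate activation of at least 40%, so every replicate reaches that level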;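 note: 0% = median of neutral control wells and 100% = median of IBMX positive control wells; some compounds called inactive have numbers as strong as hits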
# DENV2 CPE: DENV2-induced cell death inhibition. DENV2-infected cells, cytopathic effect rescue, plate reader. CPE inhibition, % at 9.99 µM. 350,000 tested, 1.7% active. AID 651640; in the data active = CPE inhibition above about 20%, passing the limit was not always enough; inconclusive = no clear call, values can overlap the other calls; tested in BHK-21 cells;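 note: 0% = median of neutral control wells and 100% = median of positive control wells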
# FN deposition inh: fibronectin deposition inhibition. AID 743247. inhibition, % at 12.6 µM. AH1F fibroblasts, Alexa488-fibronectin deposition fluorescence, overnight. 350,000 tested, 0.086% active;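 active = mean inhibition across replicates of 30% or more, regardless of how many single replicates reach that level; inconclusive = mean under 30% yet at least half of replicates reach 30%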;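 note: positive control wells lacked labelled fibronectin entirely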
#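 Material – AH1F fibroblast monolayer, labelled fibronectin deposition · Reagent – labelled fibronectin 24 nM · Timing – 1 h adhesion, overnight exposure · Measured by – fluorescence at 485 nm excitation, 525 nm emission · Read-out – inhibition of fibronectin deposition signal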
# Numbers without * were called inactive; ? = inconclusive; nt = no result given; [ ] = another dose, or the depositor's remark. Compounds as they come (roughly 3.9% active in at least one column).
compound	PAX8 reporter	miR-122 sensor	EWS-Fli inh	F508del corr	GSIS activator	DENV2 CPE	FN deposition inh
CCC(C)NC(=O)C1CCCN(C(=O)NC2CCCCC2)C1 (configuration not stated)	9.2	-2.3	nt	nt	nt	nt	3.8
COc1ccc(-c2cc(-c3c(O)c(OC)c4occc4c3OC)[nH]n2)cc1OC	nt	-3.0	-0.8	0.3	-0.6	6.4	nt
CC(=O)c1ccc(NC(=O)C(C)N(C)CC(=O)Nc2ccc(N3CCOCC3)cc2)cc1 (configuration not stated)	-8.7	-1.1	-11.0	-0.5	-8.3	-9.7	10.7
Cc1cc(C)cc(NC(=O)/C=C/c2ccc([N+](=O)[O-])s2)c1	-4.8	nt	26.4	nt	-11.1	-4.1	-1.0
CO[C@@H]1CN(C)C(=O)c2cc(NS(C)(=O)=O)ccc2OC[C@H](C)N(CC2CC2)C[C@@H]1C	1.1	nt	-4.1	0.6	-2.9	-2.2	8.8
NC(=O)c1ccc(NC(=O)CNC(c2ccccc2)c2ccccc2)cc1	-4.6	3.3	5.0	-1.5	3.1	0.9	-7.3
C[C@@H]1CN([C@H](C)CO)C(=O)c2cccc(NC(=O)c3cnccn3)c2O[C@H]1CN(C)Cc1ccc(C(F)(F)F)cc1	7.5	65.8[16.7 µM]	19.0	-0.7	-18.7	3.2	nt
C[C@@H]1CN([C@@H](C)CO)C(=O)Cc2cc(NC(=O)CCCN(C)C)ccc2O[C@@H]1CN(C)Cc1ccc(Oc2ccccc2)cc1	9.0	nt	1.3	-4.4	-1.0	-13.9	nt
O=C(C[C@H]1CC[C@@H]2[C@H](COC[C@@H](O)CN2S(=O)(=O)c2cccc(Cl)c2)O1)Nc1ccc(-c2ccccc2)cc1	106.4*	-7.9[16.7 µM]	-2.1	7.8	-9.7	13.0	7.2
CC(C)C[C@H]1CN([C@@H](CC(C)C)CN2CCC[C@@H]2CN2C(=S)NC[C@@H]2Cc2ccc(O)cc2)C(=S)N1CC1CCCCC1	7.7	-1.4	21.7	6.3	146.0	0.3	1.2

# (next part)
compound	PAX8 reporter	miR-122 sensor	EWS-Fli inh	F508del corr	GSIS activator	DENV2 CPE	FN deposition inh
COc1cccc(CNc2ccc(S(N)(=O)=O)cc2)c1OCc1ccccc1F	14.8	nt	5.7	nt	-38.5	-3.9	10.6
C[C@@H]1CN([C@@H](C)CO)C(=O)c2cc(NC(=O)c3ccccc3)ccc2O[C@@H](C)CCCCO[C@H]1CN(C)C(=O)c1ccccc1	20.2	-12.9[16.7 µM]	nt	-3.7	-11.8	8.1	-7.9
Cc1ccc(OCCN2CCC2(C)C(=O)NCc2ccc(C(F)(F)F)cc2)cc1 (configuration not stated)	nt	-4.3	0.2	-1.8	-14.1	-4.9	-0.6
CC(C)Oc1cccc(C(=O)Nc2ccc(Br)cc2F)c1	30.5	nt	-49.5	1.1	9.4	16.7	8.1
Cc1nc(Cc2nnc(SCC(=O)N(C)c3ccccc3)o2)cs1	0.6	nt	2.2	3.2	7.9	-3.5	5.2
O=C1CCCC(c2ccccc2)N1 (configuration not stated)	34.5	nt	4.8	-0.3	nt	60.2*	5.7
CCOc1ccc(C2C3=C(CC(C)(C)CC3=O)N(CCCOC)C3=C2C(=O)CC(C)(C)C3)cc1OC	-12.7	15.0	-2.7	2.3	7.3	?	3.9
O=C(NC[C@@H]1[C@@H](c2ccccc2)[C@H](CO)N1Cc1cccnc1)c1ccccn1	-14.1	8.3[16.7 µM]	-2.7	-0.2	22.9	-7.6	-12.6
C[C@H](CO)N1C[C@H](C)[C@@H](CN(C)S(=O)(=O)c2ccc(Cl)cc2)OCCCC[C@H](C)Oc2ccc(NS(=O)(=O)c3cn(C)cn3)cc2C1=O	-9.7	-0.2[16.7 µM]	-4.6	2.2	-17.6	?	nt
Nc1c(-c2ccc(Cl)cc2)cnn1-c1cc(C(F)(F)F)cc(C(F)(F)F)c1	5.2	5.9	3.4	1.2	3.5	0.6	-4.7

# Two entries from above, field by field.
C[C@H](CO)N1C[C@H](C)[C@@H](CN(C)S(=O)(=O)c2ccc(Cl)cc2)OCCCC[C@H](C)Oc2ccc(NS(=O)(=O)c3cn(C)cn3)cc2C1=O
  PAX8 reporter: -9.7; miR-122 sensor: -0.2[16.7 µM]; EWS-Fli inh: -4.6; F508del corr: 2.2; GSIS activator: -17.6; DENV2 CPE: ?; FN deposition inh: nt
Nc1c(-c2ccc(Cl)cc2)cnn1-c1cc(C(F)(F)F)cc(C(F)(F)F)c1
  PAX8 reporter: 5.2; miR-122 sensor: 5.9; EWS-Fli inh: 3.4; F508del corr: 1.2; GSIS activator: 3.5; DENV2 CPE: 0.6; FN deposition inh: -4.7

# Going on with the list.
compound	PAX8 reporter	miR-122 sensor	EWS-Fli inh	F508del corr	GSIS activator	DENV2 CPE	FN deposition inh
O=[N+]([O-])c1ccccc1/C=N/OCc1ccccc1	-264.8	-5.9	-126.3	-2.1	-9.5	2.7	-2.9
NC(=O)c1cccc(-c2ccnc3c2CC(C(=O)NCC2CC2)O3)c1 (configuration not stated)	nt	-0.3	2.0	-2.1	2.1	?	18.8
CCN1C(=O)/C(=C\N(C)C)NC1=S	-1.4	nt	-10.8	-0.7	1.8	-1.9	-3.2
CCc1c(O)nc(SCC(=O)Nc2nc3ccccc3s2)n(-c2ccc(C)cc2)c1=O	2.7	-5.2	-4.2	-2.0	5.4	0.9	8.5
O=C(C1CCCN1C(=O)c1cccs1)N1CCN(S(=O)(=O)c2ccc(F)cc2)CC1 (configuration not stated)	15.3	nt	3.7	-0.3	4.6	1.6	11.5
Cc1c(NC(=O)c2cccc(NC(=O)Cc3ccc(Cl)cc3)c2)c(=O)n(-c2ccccc2)n1C	6.0	-2.7	-5.6	-0.2	-30.6	-5.5	-1.1
Cc1nn(C2CCS(=O)(=O)C2)c(C)c1CN(C)C(=O)c1cccc(Cl)c1 (configuration not stated)	2.5	nt	1.9	-2.6	6.9	2.2	1.8
c1ccc2c(NCC3CCCO3)nc(N3CCCCC3)nc2c1 (configuration not stated)	63.4*	-6.3	2.3	-1.6	44.7*	8.6	8.1
O=C(CN1C(=O)COc2ccc(Cl)cc21)NCC1CCCO1 (configuration not stated)	3.5	-2.6	nt	0.4	-10.5	-7.7	3.9
Cc1nn(CC(=O)Nc2ccc(C(=O)N3CCCCC3)cc2)c(=O)c2ccccc12	nt	-4.4	nt	nt	11.5	nt	-0.5
O=C(c1ccncc1)N1C[C@@H]2[C@H](c3ccccc31)[C@@H](CO)N2C(=O)Nc1ccccc1Cl	-3.7	-12.2[16.7 µM]	-0.6	-0.8	1.4	?	nt
O=[N+]([O-])c1cc(-c2csc(NCCc3nc4cc(Cl)c(Cl)cc4n3CCCO)n2)ccc1Cl	5.6	-0.8	3.1	-1.9	0.5	-7.1	3.8

# Some of these compounds in order of heavy-atom count, rising.
compound	PAX8 reporter	miR-122 sensor	EWS-Fli inh	F508del corr	GSIS activator	DENV2 CPE	FN deposition inh
O=C1CCCC(c2ccccc2)N1 (configuration not stated)	34.5	nt	4.8	-0.3	nt	60.2*	5.7
O=[N+]([O-])c1ccccc1/C=N/OCc1ccccc1	-264.8	-5.9	-126.3	-2.1	-9.5	2.7	-2.9
Cc1c(NC(=O)c2cccc(NC(=O)Cc3ccc(Cl)cc3)c2)c(=O)n(-c2ccccc2)n1C	6.0	-2.7	-5.6	-0.2	-30.6	-5.5	-1.1
CCOc1ccc(C2C3=C(CC(C)(C)CC3=O)N(CCCOC)C3=C2C(=O)CC(C)(C)C3)cc1OC	-12.7	15.0	-2.7	2.3	7.3	?	3.9
